Bioassay records as filed in PubChem BioAssay.
OX1R antag-1 = blocks the human orexin 1 receptor; hit rate 0.43% among 330,000; inhibition, % at 5 µM; AID 434989; CHO/OX1R cells, Fluo-8 calcium fluorescence, orexin A;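 active = inhibition above its plate's threshold, mean inhibition of all tested compounds on the plate plus 3 SD, cut at about 37% in these data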;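 also: 0% = orexin A challenge wells and 100% = SB-334867-A antagonist wells; not every result past the cut was called active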
Target sequence (O43613 whole entry, looked up): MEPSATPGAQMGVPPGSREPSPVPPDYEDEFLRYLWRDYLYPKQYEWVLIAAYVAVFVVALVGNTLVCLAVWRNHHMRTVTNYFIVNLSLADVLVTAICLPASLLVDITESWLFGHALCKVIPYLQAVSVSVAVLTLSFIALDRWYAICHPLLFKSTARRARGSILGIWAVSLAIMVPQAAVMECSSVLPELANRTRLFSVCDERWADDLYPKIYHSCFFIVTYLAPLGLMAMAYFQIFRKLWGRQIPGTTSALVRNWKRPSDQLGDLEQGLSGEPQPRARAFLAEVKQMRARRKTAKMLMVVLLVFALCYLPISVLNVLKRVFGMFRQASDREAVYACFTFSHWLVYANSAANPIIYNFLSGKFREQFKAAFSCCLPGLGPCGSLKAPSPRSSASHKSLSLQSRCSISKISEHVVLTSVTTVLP
CHT PAM = allosteric activators of human choline transporter CHT; Q9GZV3; CHT-expressing cells, membrane potential dye, choline EC20; active compounds read high; LV-AA mutant CHT in HEK293 cells; B-score at 10 µM; hit rate 0.49% among 310,000;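 active = initial fluorescence not abnormally high and integrated response B-score, plate-corrected, over 3 SD above library mean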
Target sequence (Q9GZV3 whole entry, looked up): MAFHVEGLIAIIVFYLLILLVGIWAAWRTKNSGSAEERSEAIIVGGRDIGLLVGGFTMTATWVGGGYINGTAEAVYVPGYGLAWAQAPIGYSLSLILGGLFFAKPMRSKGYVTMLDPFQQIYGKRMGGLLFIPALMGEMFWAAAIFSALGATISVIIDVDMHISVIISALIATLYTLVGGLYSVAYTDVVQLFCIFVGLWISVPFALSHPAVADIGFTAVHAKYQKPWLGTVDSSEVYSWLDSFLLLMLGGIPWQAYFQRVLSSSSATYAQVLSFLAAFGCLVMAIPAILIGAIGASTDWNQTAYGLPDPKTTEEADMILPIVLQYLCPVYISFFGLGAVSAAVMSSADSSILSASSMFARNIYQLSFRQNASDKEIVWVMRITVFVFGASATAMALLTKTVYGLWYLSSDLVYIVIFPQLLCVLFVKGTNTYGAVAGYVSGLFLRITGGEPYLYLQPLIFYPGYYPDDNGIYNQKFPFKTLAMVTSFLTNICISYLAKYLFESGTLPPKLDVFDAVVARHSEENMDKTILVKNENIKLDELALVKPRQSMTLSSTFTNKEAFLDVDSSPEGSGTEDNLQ
OX1R antag-2 = blocks the human orexin 1 receptor; O43613; OX1R-expressing cells, FRET antagonist read-out; inhibition, % at 6.6 µM; hit rate 1.8% among 330,000; AID 485270; in the data active = inhibition mostly above about 38%, no sharp cut-off; inactive = mostly below about 40%;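 also: 0% = agonist challenge alone and 100% = reference antagonist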
* marks the source's active call; other numbers are inactive results; i = inactive; nt = not tested or not shown.

SMILES	OX1R antag-1	CHT PAM	OX1R antag-2
CCCCC(=O)NS(=O)(=O)c1ccc(N=NN(CC)CC)cc1	-11	i	12
CCc1cc(=O)oc2cc(C)c(CN3CCCCC3)c(O)c12	-5	i	8
CCOc1ccc2nc(SCC(=O)NC3CCS(=O)(=O)C3)[nH]c2c1 (stereo unspecified)	-13	i	12
COc1ccc(-c2ccc([C@H]3[C@H]4C=CC[C@@H](C)[C@@H]4C(=O)N3Cc3ccccc3)c(F)c2)cc1C	-51	i	33
CCCCn1c(SCC(=O)c2ccc3c(c2)OCCO3)nnc1-c1ccco1	-19	i	26
COC(=O)c1sccc1NC(=O)c1cccc(F)c1	-9	i	9
COC(=O)c1ccc(N2CCN(CC(=O)c3ccc(-c4ccccc4)cc3)CC2)c([N+](=O)[O-])c1	-7	i	24
COn1c(-c2ccccc2)c(C=O)c2ccccc21	-24	i	6
O=C(CSc1ccc(-c2ccccn2)nn1)NC1CCCCC1	-13	i	11
NNC(=O)C1CCCN1S(=O)(=O)c1ccc(Cl)cc1 (stereo unspecified)	-22	i	17
CC(C)OCCCn1c(=S)[nH]c2cc3c(cc2c1=O)OCO3	-13	i	10
O=C(CC12CC3CC(CC(C3)C1)C2)N/N=C/c1ccncc1	-32	i	13
Cc1ccc(S(=O)(=O)CNC(=O)c2ccccc2)cc1	-8	i	3
Cc1ccc(NC(=O)c2c(C)noc2C)cc1	0	i	14
CCOc1ccccc1NC(=O)c1cc(S(=O)(=O)NCc2ccco2)ccc1F	40*	i	33
Cc1ccc(CNC(=O)c2ccc([N+](=O)[O-])o2)cc1	-20	i	78*
CC(C)(C)OC(=O)C[C@H]1C/C=C\C[C@@H](CC(=O)NCCO)C(=O)N2CCC[C@H]2COC1=O	-14	nt	6
O=S(=O)(Nc1ccc2c(c1)CCC2)c1cccs1	-13	i	7
O=C(NC1CCCCC1)N1CCCC(c2nc(-c3ccc(S(=O)(=O)N4CCCC4)cc3)no2)C1 (stereo unspecified)	-20	i	4
C[C@@]12C(=O)N(CC3CCCO3)CC(=O)N1[C@H]1c3ccccc3OC[C@@H]1[C@@H]2c1ccccc1 (stereo partly specified)	-13	nt	6
S=C(NCCN1CCOCC1)Nc1ccc(Cl)c(Cl)c1	-22	i	8
CCOC(=O)c1cnn(CC2CCCCC2)c1N	-25	i	8
O=C1CCCc2ccccc2N1Cc1cccc(Cl)c1	-21	i	23
CC(=O)Nc1sc2c(c1C#N)CCC(C)C2 (stereo unspecified)	-11	i	2
Nn1c(SCC(=O)Nc2ccc3c(c2)OCO3)nnc1-c1ccncc1	-3	i	8
SMILES	OX1R antag-1	CHT PAM	OX1R antag-2
CN(CC(=O)Nc1cccc2c1CCCC2)S(=O)(=O)c1ccccc1	-22	i	6
COc1ccc(N2C(=O)C(CC(N)=O)N(NC(=O)c3cccc(OC)c3)C2=S)cc1 (stereo unspecified)	-7	i	27
CCOC(=O)C1(CCc2ccccc2)CCN(C(=O)c2cnc(C)cn2)CC1	-16	i	4
COc1cc(C(C(=O)NCc2ccccc2)N(C(=O)c2snc(C(N)=O)c2N)C2CCCC2)cc(OC)c1OC (stereo unspecified)	-33	i	22
COc1ccc(C(CCN2CCOCC2)c2c(OC)cc(OC)c3c(C)cc(=O)oc23)cc1 (stereo unspecified)	-16	i	10
O=C(/C=C/c1ccccc1)NC(NC(=S)Nc1ccc(Cl)cc1)C(Cl)(Cl)Cl (stereo unspecified)	16	i	75
C=C1c2cccc(C(F)(F)F)c2O[C@H](C(=O)OCC)[C@H]1OC	-6	nt	1
O=C(Nc1ccccc1C(=O)N1CCOCC1)c1noc2c1CCCC2	-21	i	7
CC(C)CNC(=O)CC(=O)N/N=C/c1ccc(Br)cc1	-9	i	7
O=C1CN(C(=O)COc2ccc([N+](=O)[O-])cc2Cl)c2ccccc2N1	-24	nt	-2
O=C(c1cc(-c2ccncc2)nc2ccccc12)N1CCN(S(=O)(=O)/C=C/c2ccccc2)CC1	-14	i	17
Cc1ccc2c(c1)C(N1CCCC1=O)CC(c1ccco1)N2 (stereo unspecified)	-26	i	27
CCOc1ccccc1NC(=O)CCNS(=O)(=O)c1cccc2nonc12	-10	i	25
CC(C)(C)c1cc(C(=O)Nc2ccc(F)cc2)n(Cc2ccc(F)cc2)n1	-2	i	55
COc1ccc(-c2noc(N3CCC(C(=O)N4CCN(c5ccccn5)CC4)CC3)n2)cc1	-5	i	24
Nc1ncncc1-c1ccc(Cl)cc1	5	i	4
CC(C)Oc1cccc(C(=O)NC(=S)N2CCN(c3ccc(C(F)(F)F)cc3[N+](=O)[O-])CC2)c1	-32	i	2
CC(C)(C)c1ccc(/C=C/C(=O)O)s1	-9	i	2
CCCc1nc(SCC(=O)N2CCN(c3ccccc3)CC2)c2c(=O)n(C)c(=O)n(C)c2n1	-16	i	2
CCOC(=O)Nc1cccc2ccccc12	-9	i	17
CN1C(=O)C(CC(=O)NCCc2ccccc2)N(NC(=O)c2ccc(Cl)cc2)C1=S (stereo unspecified)	-18	i	9
Cc1ccccc1-n1c(SCC(=O)c2cc(C)n(C)c2C)nnc1-c1cccnc1	-23	i	11
CCC(=O)Nc1ncc2c(n1)CC(c1ccco1)CC2=O (stereo unspecified)	12	i	23
CCOc1cc2c(C#N)c(N3CCCC3)nc(N)c2c(N)n1	-6	i	8
COc1cccc(C2CCCN2Cc2nc(-c3sccc3C)oc2C)c1 (stereo unspecified)	-29	i	10

Shown with two lines to a compound: part of the list above
The line under a structure holds: OX1R antag-1	CHT PAM	OX1R antag-2
CN(CC(=O)Nc1cccc2c1CCCC2)S(=O)(=O)c1ccccc1
 : -22	i	6
COc1ccc(N2C(=O)C(CC(N)=O)N(NC(=O)c3cccc(OC)c3)C2=S)cc1 (stereo unspecified)
 : -7	i	27
CCOC(=O)C1(CCc2ccccc2)CCN(C(=O)c2cnc(C)cn2)CC1
 : -16	i	4
COc1cc(C(C(=O)NCc2ccccc2)N(C(=O)c2snc(C(N)=O)c2N)C2CCCC2)cc(OC)c1OC (stereo unspecified)
 : -33	i	22
COc1ccc(C(CCN2CCOCC2)c2c(OC)cc(OC)c3c(C)cc(=O)oc23)cc1 (stereo unspecified)
 : -16	i	10
O=C(/C=C/c1ccccc1)NC(NC(=S)Nc1ccc(Cl)cc1)C(Cl)(Cl)Cl (stereo unspecified)
 : 16	i	75
C=C1c2cccc(C(F)(F)F)c2O[C@H](C(=O)OCC)[C@H]1OC
 : -6	nt	1
O=C(Nc1ccccc1C(=O)N1CCOCC1)c1noc2c1CCCC2
 : -21	i	7
CC(C)CNC(=O)CC(=O)N/N=C/c1ccc(Br)cc1
 : -9	i	7
O=C1CN(C(=O)COc2ccc([N+](=O)[O-])cc2Cl)c2ccccc2N1
 : -24	nt	-2
O=C(c1cc(-c2ccncc2)nc2ccccc12)N1CCN(S(=O)(=O)/C=C/c2ccccc2)CC1
 : -14	i	17
Cc1ccc2c(c1)C(N1CCCC1=O)CC(c1ccco1)N2 (stereo unspecified)
 : -26	i	27
CCOc1ccccc1NC(=O)CCNS(=O)(=O)c1cccc2nonc12
 : -10	i	25
CC(C)(C)c1cc(C(=O)Nc2ccc(F)cc2)n(Cc2ccc(F)cc2)n1
 : -2	i	55
COc1ccc(-c2noc(N3CCC(C(=O)N4CCN(c5ccccn5)CC4)CC3)n2)cc1
 : -5	i	24
Nc1ncncc1-c1ccc(Cl)cc1
 : 5	i	4
CC(C)Oc1cccc(C(=O)NC(=S)N2CCN(c3ccc(C(F)(F)F)cc3[N+](=O)[O-])CC2)c1
 : -32	i	2
CC(C)(C)c1ccc(/C=C/C(=O)O)s1
 : -9	i	2

(further entries)
SMILES	OX1R antag-1	CHT PAM	OX1R antag-2
O=C(C1=C(O)C(=O)N(CCN2CCOCC2)C1c1ccc(Cl)cc1)c1cc2ccccc2o1 (stereo unspecified)	-18	i	-1
CCN1CCN(c2nc3c(c(=O)n(C)c(=O)n3C)n2CCSc2ncccn2)CC1	-7	i	11
CN(C)CCOC(=O)c1ccc2c(c1)S(=O)(=O)c1ccccc1C2=O	0	i	108*
CC(C)(C)c1ccc(C(=O)Nc2ccc([N+](=O)[O-])cn2)cc1	-9	i	-3
CCOc1cc(-c2nc3ccccc3s2)ccc1O	-19	i	15
CCC(=O)N(Cc1cc(=O)[nH]c2ccccc12)c1ccccc1OC	-4	i	-3
COc1ccc(OC)c(C(=O)Cn2cnc3ccccc3c2=O)c1	1	i	4
O=C(NNC(=O)c1cc(Cl)ccc1[N+](=O)[O-])c1csc(N2CCOCC2)n1	-22	i	32
COc1cccc(NC(=O)C2CCCCC2)c1	-9	i	7
N#C/C(=C/c1cccc([N+](=O)[O-])c1)C(=O)Nc1ccccc1O	4	i	9
COc1ccc2ccccc2c1CNC(C)CCc1ccccc1 (stereo unspecified)	-4	i	-5
O=c1[nH]c2ccccc2cc1CN(CC1CCCO1)S(=O)(=O)c1ccc(Cl)cc1 (stereo unspecified)	-15	i	10
CCC(Oc1ccccc1)C(=O)Nc1ccccc1N1CCCC1 (stereo unspecified)	-53	i	14
COc1ccc2nc(Nc3sc4c(c3C(N)=O)CCCC4)sc2c1	22	i	46
Cn1c(CSc2nc3ccccc3n2C)nc2ccccc21	-22	i	14
Cc1cccc(N2CCN(C(=S)Nc3ccc4nc(N5CCOCC5)cc(C)c4c3)CC2C)c1 (stereo unspecified)	-38	i	28
c1ccc(-c2cnnc(-c3ccccn3)n2)cc1	-19	i	24
O=C(/C=C/c1ccccc1Cl)NNC(=O)c1ccncc1	4	nt	3
Cc1ccc(Cl)cc1N1CCN(S(=O)(=O)c2ccc3c(c2)OCCO3)CC1	-18	i	15
Cn1cccc1/C=N/NC(=O)Cn1cnc2ccccc21	-11	i	29
Cc1ccccc1C(=O)Nc1cccc(-c2nnc(SCC(=O)O)n2C)c1	-16	i	5
COC(=O)c1ccc(CSc2nnnn2-c2ccccc2)o1	-2	i	2
CCOC(=O)C(Cc1ccc(O)cc1)NC(=O)CNC(=O)C(CC(C)C)NC(=O)OC(C)(C)C (stereo unspecified)	-8	i	9
CCCNC(=O)CNC(=S)N(Cc1cc(OC)c(OC)c(OC)c1)C1CCCC1	-13	i	5
Cc1c(C(=O)N2CCN(S(C)(=O)=O)CC2)oc2ccccc12	-1	i	11
SMILES	OX1R antag-1	CHT PAM	OX1R antag-2
CN(C)C(=O)c1ccc(NC(=O)CSc2nnc(-c3cccs3)n2N)cc1	-2	nt	7
CC(C)c1ccc(N2C(=O)C3C4C=CC(CC4)C3C2=O)cc1 (stereo unspecified)	-14	i	21
O=C(Nc1cccc(-c2ccc(F)cc2)c1)C1CCCN(C(=O)c2cscn2)C1 (stereo unspecified)	-24	i	7
CC1(C)CC(=O)C=C(c2ccc(OC(F)(F)F)cc2)C1	-10	nt	1
COc1ccc(NC(=O)CC2C(=O)N(Cc3ccccc3)C(=S)N2CCN2CCOCC2)cc1 (stereo unspecified)	-27	i	19
O=c1c(C=NCCN2CCNCC2)c(-c2ccccc2)[nH]n1-c1ccc([N+](=O)[O-])cc1	-1	i	20
COc1ccc(CC2(CO)CCN(Cc3ccc4nsnc4c3)CC2)cc1	-27	i	21
COc1ccc(C2=NN(CC(=O)Nc3ccccc3C)C(=O)CC2)cc1	-29	i	9
CC1CN(c2ccc(C(=O)c3ccccc3C(=O)O)cc2[N+](=O)[O-])CC(C)O1 (stereo unspecified)	-3	i	21
CC(C)(C)OC(=O)NCCCCCNC(=O)c1ncn(Cc2ccccc2)c1C(=O)NCCCCCNC(=O)OC(C)(C)C	32	nt	3
CC(C)CNC(=S)N1CCN(C(c2ccccc2)c2ccccc2)CC1	-33	i	30
O=c1[nH]c2cc3c(cc2cc1CN(CCCO)Cc1nnnn1Cc1ccc(F)cc1)OCO3	-20	i	4
CCCCCCC12CCC(C(=O)O)(CC1)CC2	-2	i	6
CC(=O)Nc1ccc2nc(-c3ccc(Br)o3)[nH]c2c1	-4	i	18
N/C(CSc1ncccc1C(F)(F)F)=N\O	-6	i	2
CCCCNC(=O)C1Cc2cc(S(=O)(=O)N3CCCCC3)ccc2N1C(C)=O (stereo unspecified)	-23	i	4
CC(C)(C)c1ccc(CNc2cc(N3CCOCC3)ccc2[N+](=O)[O-])cc1	-18	i	12
COc1ccc(NC(=S)Nc2ccc3cn[nH]c3c2)cc1	-10	i	27
Cc1ccc(N2C(=O)C3C4C=CC(CC4)C3C2=O)cc1[N+](=O)[O-] (stereo unspecified)	-4	i	13
CC(NS(=O)(=O)c1ccc(OCC(=O)NCc2cccnc2)cc1)c1ccccc1 (stereo unspecified)	-16	i	26
Nc1ccccc1OCCOCCOCCOc1ccccc1N	-26	i	13
Nc1cc(OC(=O)c2ccc(F)cc2)nn1S(=O)(=O)c1ccc(F)cc1	-8	i	4
Cc1ccc(C)c(OCCC(=O)Nc2cccc(S(=O)(=O)NC3=NCCCCC3)c2)c1	-7	nt	11
O=C(NCc1ccccc1)NC(=O)c1ccccc1	1	i	21
C=CCNC(=S)N1CCN(CCN=CC2=C(O)CC(c3ccco3)CC2=O)CC1 (stereo unspecified)	-15	i	5
Cc1cccc(-c2nsc(SCC(=O)Nc3ccc4c(c3)OCO4)n2)c1	-21	i	29
COc1ccc(S(=O)(=O)N2CN3CCN(C3)C2)cc1OC	-1	i	-13
S=C1NC[C@H](c2ccccc2)N1CC1CCCCC1	-19	i	8
COc1ccc(C(C(=O)NC2CCCC2)N(Cc2ccccc2)C(=O)CNC(=O)c2ccco2)cc1 (stereo unspecified)	-38	i	30
Cc1cccc(NC(=O)c2cc(-c3cccnc3)nc3c(C)cccc23)n1	-21	i	9
